# Source: PubChem
# Spn MK inh: S. pneumoniae mevalonate kinase inhibition; purified MK, PK/LDH-coupled NADH absorbance 340 nm; inhibition, % at 10 µM; 65,000 compounds, 0.48% hits;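 active = ranked among the strongest by inhibition in the single 10 µM screen, a fixed top-ranked set picked for dose follow-up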; note: no value below 0 was filed
# TNAP inhibition: inhibition of tissue-nonspecific alkaline phosphatase – biochemical, luminescent (AID 518). purified TNAP enzyme, luminescent substrate readout; higher % means a stronger effect. inhibition, % at 20 µM; hits with a dose series show IC50 in µM. 64,000 compounds, 0.09% hits; in the data active = a potency from the dose series; inactive = the rest, 99 in 100 with inhibition below about 22%;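 note: plate controls were vehicle for no effect and reference inhibitor for full effect; many of its hits are not listed in these tables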
# HPDE-C7K KRASV12: viability loss of HPDE-C7K cells – cell-based, fluorescence, HTS, primary screen (AID 431). HPDE-C7K KRASV12 cells, Alamar Blue viability, 48 h; higher % means a stronger effect. 63,000 compounds, 1.7% hits. cytotoxicity, % at 10 µM, or EC50 in µM where a hit was titrated;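 active = compounds whose percent cytotoxicity in the single-dose primary screen, scaled between solvent and toxic-drug controls, exceeds 50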;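 note: 0% = DMSO solvent wells and 100% = doxorubicin-treated wells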
# LYP inhibition: inhibition of human PTPN22 tyrosine phosphatase – biochemical, DiFMUP fluorescence, recombinant catalytic domain, 10 µM, primary screen (AID 606); recombinant LYP catalytic domain, DiFMUP fluorescence; higher % means a stronger effect; inhibition, % at 10 µM, or IC50 in µM where a hit was titrated; 52,000 tested, under 10 active;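 active = IC50 under 40 µM in the dose-response test; inactive = IC50 of 40 µM or more, or never dose-tested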
# HPDE-C7 cytotoxicity: HPDE-C7 pancreatic duct cell viability loss – fluorescence, HTS (AID 430) | HPDE-C7 pancreatic duct cells viability, fluorescence; higher % means a stronger effect | one-dose cytotoxicity, % at 10 µM; EC50 in µM for titrated hits | 63,000 compounds, 1.8% hits;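 note: cells exposed to compound for 48 hours before viability readout; 0% = vehicle and 100% = reference cytotoxic drug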
# HT1080 viability: cytotoxicity in HT1080 fibrosarcoma cells, cell-based, fluorescence readout (AID 620); HT1080 viability, fluorescence; higher % means a stronger effect; one-dose cytotoxicity, % at 10 µM; EC50 in µM for titrated hits; 87,000 compounds, 0.42% hits;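 note: cells exposed to compound overnight then 4 h with Alamar Blue; 0% = vehicle DMSO and 100% = killing control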
# Spn PMK inh: blocks S. pneumoniae phosphomevalonate kinase; purified PMK, PK/LDH-coupled NADH absorbance 340 nm; inhibition, % at 10 µM; 65,000 compounds, 0.49% hits;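 active = top-ranked compounds by inhibition in the single 10 µM screen, taking a fixed number of the strongest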;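 note: 0% = full reaction with DMSO carrier and 100% = background rate without enzyme reaction; no value below 0 was filed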
# Spn DPM-DC inh: inhibitors of Streptococcus pneumoniae diphosphomevalonate decarboxylase; purified DPM-DC, PK/LDH coupled NADH fluorescence; calls only at 10 µM; 65,000 compounds, 0.49% hits; AID 556;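 active = the 320 compounds with the highest percent inhibition in the single-dose primary screen, excluding strongly autofluorescent ones, cut at about 32% in these data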;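 note: kinetic rate of NADH fluorescence loss reporting ADP formed by the decarboxylase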
# Bfl-1 displacement: displacement of Bid BH3 peptide from Bfl-1 – biochemical, fluorescence polarization, FITC-Bid, mouse, primary screen (AID 432); FITC-Bid BH3 peptide fluorescence polarization displacement; higher % means a stronger effect; displacement, % at 20 µM, or IC50 in µM where a hit was titrated; 64,000 compounds, 0.02% hits; in the data active = a potency from the dose series; inactive = the rest, 99 in 100 with displacement below about 15%; note: strong numbers were not always called active
# Spn PMK inh pilot replicates: also measured in Spn PMK inh; calls as there; inhibition, %; measured here: pilot screen replicates
# Spn MK inh pilot replicates: further read-out of Spn MK inh, marked with its call; inhibition, %; measured here: pilot screen replicates
# Spn DPM-DC inh pilot screen %: further read-out of Spn DPM-DC inh, marked with its call; inhibition, %; measured here: pilot screen trials
# * = called active by the depositor; i = inactive; x = no result given. Cut-off read from the data, not from the text of the source, unless noted: active = cytotoxicity above about 50%; inactive = the rest.
SMILES,Spn MK inh,TNAP inhibition,HPDE-C7K KRASV12,LYP inhibition,HPDE-C7 cytotoxicity,HT1080 viability,Spn PMK inh,Spn DPM-DC inh,Bfl-1 displacement,others
COC(=O)Nc1c(C(=O)OC)cc(OC)c(OC)c1OC,8,8%,-15%,5%,-18%,-1%,12,i,-7%,
CCOC(=O)c1ccc(N2Cc3cc(C)c(C)cc3C2)cc1O,5,16%,-3%,x,-2%,2%,22,i,-1%,Spn PMK inh pilot replicates=0.0;Spn MK inh pilot replicates=2.0;Spn DPM-DC inh pilot screen %=0.0
COc1ccc(OC)c(-c2cc(C(=O)Nc3c(C)nn(Cc4ccccc4C)c3C)no2)c1,0,11%,13%,5%,15%,-6%,17,i,7%,
CCOC(=O)c1ccc2c(c1)nc(SCc1cn3ccsc3n1)n2CC,2,5%,25%,14%,20%,16%,16,i,-6%,
Cc1ccccc1NC(=O)C1CCCN(S(=O)(=O)c2cnc[nH]2)C1 (stereo not given),9,16%,-8%,5%,-5%,2%,4,i,-3%,Spn PMK inh pilot replicates=4.0;Spn MK inh pilot replicates=1.0;Spn DPM-DC inh pilot screen %=0.0
Cc1cc(NC(=O)c2ccc3c(c2)C(=O)N(C2CCCCC2)C3=O)no1,1,12%,-5%,12%,-12%,-3%,0,i,0%,
S=c1[nH]nc(-c2ccco2)n1C1CCCCC1,7,10%,-15%,12%,-3%,6%,5,i,-8%,
c1ccc(CSc2ncccn2)cc1,14,10%,-3%,5%,-7%,4%,3,i,-2%,
COc1ccc(Cl)cc1NC(=O)Cn1cccc1,10,7%,5%,4%,-1%,-12%,11,i,-11%,
Nc1cc(Cl)ccc1Oc1ccccc1,0,13%,-6%,x,-4%,x,11,i,-2%,
O=C(Nc1ccc2c(c1)OCO2)c1cc(C2CC2)on1,7,7%,39%,6%,38%,7%,0,i,-2%,
COc1ccccc1NC(=O)CN1C(=O)CCS(=O)(=O)c2ccccc21,11,5%,3%,0%,-4%,11%,0,i,-5%,
Cc1ccc(-c2cc(C(F)F)nc(NCc3cccnc3)n2)cc1,6,27%,38%,17%,28%,-6%,13,i,1%,Spn PMK inh pilot replicates=0.5;Spn MK inh pilot replicates=0.0;Spn DPM-DC inh pilot screen %=11
CC1=CC(c2ccccc2)n2nc(N3C(=O)C4CC=CCC4C3=O)nc2N1 (stereo not given),2,13%,-13%,4%,-12%,14%,12,x,0%,
O=C(C1CCCO1)N1CCC(O)(c2ccccc2)CC1 (stereo not given),9,15%,-14%,-1%,-22%,-9%,20,i,6%,
O=S1(=O)N=C(Nc2ccc(O)c(CN3CCCCC3)c2)c2ccccc21,9,1%,7%,-5%,-4%,3%,11,i,-5%,
CC(C)Oc1ccc(NC(N)=O)cc1,9,6%,-17%,11%,-12%,-3%,7,i,-4%,
Nn1c(SC/C=C/c2ccccc2)nnc1-c1cccnc1,6,-1%,4%,-2%,-14%,14%,8,i,-8%,
Cc1sc2ncn3c(C)nnc3c2c1C,3,19%,2%,3%,1%,0%,9,i,-4%,
Cc1cc2oc(=O)cc(Cn3ccnc3)c2cc1C,7,0%,-4%,x,-14%,-2%,9,i,-3%,
Cc1cc(C)c(C)c(S(=O)(=O)NCc2cccnc2)c1C,0,-2%,-6%,12%,-9%,0%,6,i,1%,
O=S(=O)(c1ccc2c(c1)OCCO2)N1CCC(c2nc3ccc(Cl)cc3[nH]2)CC1,10,6%,22%,x,10%,6%,4,i,5%,
O=C(CN1CCCN(Cc2ccc(F)cc2Cl)C1=O)NCc1ccccc1,0,1%,-8%,14%,1%,4%,10,i,-4%,
Cc1cccc(OCc2nnc(SCC(=O)Nc3cc(C)on3)n2C)c1,0,4%,6%,10%,0%,3%,15,i,-5%,
CSc1nsc(SCC(=O)N2CCN(c3ccccc3)CC2)n1,5,-2%,-9%,10%,-10%,-3%,1,i,7%,
COc1cccc(C2C(C(=O)OCc3ccccc3)=C(C)Nc3ncnn32)c1OC (stereo not given),6,0%,-7%,x,-12%,3%,6,i,1%,
C=COCCNC(=O)Nc1ccc(Cl)cc1Cl,9,8%,9%,-3%,0%,-2%,10,i,1%,
O=C(Nc1ccccc1C(=O)OC1CCOC1=O)c1ccco1 (stereo not given),4,-5%,-10%,7%,-6%,-3%,14,i,-4%,
COc1ccc(C2CC(c3ccc(OC)cc3)n3nc(NC(=O)c4ccco4)nc3N2)cc1 (stereo not given),4,2%,-8%,4%,-18%,-2%,0,i,-4%,
CC1CCCCN1CC(=O)NCc1ccc2c(c1)OCO2 (stereo not given),3,2%,7%,-8%,-4%,-4%,16,i,-7%,
CCCOc1ccccc1C1NC(=O)NC(C)=C1C(=O)OCCOC(C)C (stereo not given),3,6%,-1%,6%,3%,-8%,6,i,1%,
CCOc1ccc(NC(=O)Cn2nnc(-c3ccccc3NC(=O)C3CC3)n2)cc1,10,16%,-12%,-10%,-10%,9%,21,i,-2%,
O=C(NCC(c1cccnc1)N1CCN(c2ccccc2F)CC1)OCc1ccccc1 (stereo not given),0,4%,0%,1%,-10%,x,16,i,2%,
Cc1ccc(S(=O)(=O)N2CCN(C(=O)CN3CCc4ccccc4C3)CC2)cc1,39,0%,9%,14%,10%,15%,18,i,-9%,
O=C(c1ccco1)N1CCN(S(=O)(=O)c2ccc3c(c2)CCN3C(=O)C2CC2)CC1,7,1%,-12%,8%,-6%,-6%,4,i,7%,
CCOC(=O)c1cnn2c(C(F)F)cc(C3CC3)nc12,2,4%,-2%,18%,-5%,6%,7,i,0%,
Cn1cc(Br)c(C(=O)NC2CCCCC2)n1,8,13%,-4%,-2%,-12%,5%,10,i,1%,Spn PMK inh pilot replicates=0.0;Spn MK inh pilot replicates=0.0;Spn DPM-DC inh pilot screen %=2.0
CC(NC(=O)c1ccc(Cl)cc1)C(=O)NC1=NCCS1 (stereo not given),7,10%,-11%,6%,-14%,-5%,8,i,1%,
CCN(CC)C(=O)N1CCC(NC(=O)c2ccc(C(C)(C)C)cc2)CC1,8,2%,6%,10%,-7%,-7%,12,i,-4%,
CCn1c(SCC(=O)Nc2cc(C)on2)nc2sc3c(c2c1=O)CCCC3,6,15%,9%,1%,4%,-1%,1,i,-11%,Spn PMK inh pilot replicates=2.0;Spn MK inh pilot replicates=0.0;Spn DPM-DC inh pilot screen %=0.0
Cn1c2c(c(=O)n(C)c1=O)CN(Cc1ccc3c(c1)OCO3)CN2,0,10%,5%,-1%,-8%,0%,1,i,3%,
CCN(CC)S(=O)(=O)c1ccc2[nH]cc(C(=O)NCCc3ccccc3)c(=O)c2c1,0,4%,-2%,-4%,-6%,2%,18,i,-6%,
COCCCn1c(SCC(=O)Nc2cccc(C)n2)nnc1-c1ccco1,5,16%,-18%,3%,-14%,0%,10,i,3%,Spn PMK inh pilot replicates=0.0;Spn MK inh pilot replicates=0.0;Spn DPM-DC inh pilot screen %=0.0
CCOC(=O)CC(=O)CSc1nc2ccc(C)cc2cc1C#N,6,10%,2%,16%,7%,1%,2,i,2%,
CCCCC(=O)Nc1cc(N(C)C)nc2ccccc12,15,9%,-8%,8%,-7%,-5%,12,x,1%,
CCOc1cc2[nH]c(=O)n(CCCCC(=O)N3CCCCCC3)c(=O)c2cc1OCC,8,7%,2%,5%,-15%,6%,0,i,-4%,Spn PMK inh pilot replicates=0.5;Spn MK inh pilot replicates=2.0;Spn DPM-DC inh pilot screen %=3.5
CCOC(=O)CN1CC23C=CC(O2)C(C(=O)NCc2ccc(F)cc2)C3C1=O (stereo not given),5,14%,-2%,x,-14%,4%,0,i,-2%,Spn PMK inh pilot replicates=0.0;Spn MK inh pilot replicates=1.5;Spn DPM-DC inh pilot screen %=5.5
COC(=O)c1sc(NC(=O)c2cc3c(s2)CCCC3)nc1C,1,6%,-3%,-26%,-20%,3%,8,i,-11%,
CC1(C)Cc2nc3sc4c(SCC(=O)NCc5ccco5)ncnc4c3cc2CO1,0,20%,22%,12%,42%,45%,1,i,-1%,
CCC(Sc1nc(C)cc(=O)[nH]1)C(=O)Nc1nnc(C)s1 (stereo not given),10,8%,1%,-4%,6%,2%,9,i,1%,
COc1cc2[nH]c3c(=O)n(CCN(C(C)C)C(C)C)cnc3c2cc1OC,0,10%,20%,x,0%,-2%,9,x,-6%,Spn PMK inh pilot replicates=2.0;Spn MK inh pilot replicates=0.0
CCC1(c2cccc(Cl)c2)NC(=O)N(Cc2cc(C(=O)OC)c(C)o2)C1=O (stereo not given),9,7%,-1%,-14%,1%,-1%,13,i,-6%,
COc1ccc(C2=[N+]([O-])C(C)(C)N(O)C2(C)C)cc1,12,2%,-22%,-6%,-15%,-1%,0,i,-2%,
CNCCc1ccccn1,0,x,x,15%,x,-6%,0,i,x,
COc1ccc(NC(=O)c2oc3ccccc3c2C)c(OC)c1,4,7%,1%,1%,-4%,1%,0,i,-10%,
CCOc1ccccc1NC(=O)CSc1nnc(Cc2cccn2C)n1-c1ccc(F)cc1,9,14%,15%,7%,12%,x,11,i,2%,Spn PMK inh pilot replicates=4.5;Spn MK inh pilot replicates=1.0;Spn DPM-DC inh pilot screen %=4.0
CCCCCCn1c(CN2CCN(CCO)CC2)nc2c1c(=O)n(C)c(=O)n2C,15,3%,-16%,3%,-9%,-3%,16,i,-4%,
Cc1ccc(CS(=O)(=O)CCC(=O)NCCCN2CCCC2)cc1,2,0%,0%,2%,-2%,4%,13,i,-6%,
COc1ccc(NC(=O)c2cc(C)on2)cc1OC,8,7%,-6%,x,-19%,1%,6,i,2%,Spn PMK inh pilot replicates=0.0;Spn MK inh pilot replicates=0.0;Spn DPM-DC inh pilot screen %=0.0
CN1C(=O)OC(C)(CCc2ccccc2)C1(C)O (stereo not given),0,1%,-9%,x,-4%,8%,0,i,-2%,
# (more compounds)
SMILES,Spn MK inh,TNAP inhibition,HPDE-C7K KRASV12,LYP inhibition,HPDE-C7 cytotoxicity,HT1080 viability,Spn PMK inh,Spn DPM-DC inh,Bfl-1 displacement,others
COC(=O)CCC(=O)Nc1ccc(Br)cc1,2,7%,2%,x,3%,4%,9,i,-5%,
Cc1ccc(C(=O)NC(C)(COc2nonc2C)COc2nonc2C)cc1,0,4%,-9%,-8%,2%,-1%,9,i,-2%,
COC(=O)Cn1c(=O)cnc2ccccc21,5,11%,-11%,7%,-12%,16%,9,i,-12%,
CCOc1ccc(NC(=O)CSc2nc3c(c(=O)n2C)SC(C)C3)cc1 (stereo not given),0,2%,-7%,-3%,-12%,3%,2,i,-5%,

# Random excerpt: three entries already listed, in no set order.
SMILES,Spn MK inh,TNAP inhibition,HPDE-C7K KRASV12,LYP inhibition,HPDE-C7 cytotoxicity,HT1080 viability,Spn PMK inh,Spn DPM-DC inh,Bfl-1 displacement,others
COC(=O)Cn1c(=O)cnc2ccccc21,5,11%,-11%,7%,-12%,16%,9,i,-12%,
CCOc1ccc(NC(=O)CSc2nc3c(c(=O)n2C)SC(C)C3)cc1 (stereo not given),0,2%,-7%,-3%,-12%,3%,2,i,-5%,
COC(=O)CCC(=O)Nc1ccc(Br)cc1,2,7%,2%,x,3%,4%,9,i,-5%,

# Not a hit list; overall some 3.4% were active at least once.
